# Assay outcomes deposited in PubChem by several laboratories.
# Anthrax LF prot = inhibitors of Bacillus anthracis lethal factor protease | P15917 | multiplex microsphere protease cleavage assay, LF | inhibition, % at 10 µM | 0.12% of 360,000 active; also: plate controls were buffer without enzyme for full effect and enzyme alone for no effect
# Target sequence (P15917 whole entry, looked up): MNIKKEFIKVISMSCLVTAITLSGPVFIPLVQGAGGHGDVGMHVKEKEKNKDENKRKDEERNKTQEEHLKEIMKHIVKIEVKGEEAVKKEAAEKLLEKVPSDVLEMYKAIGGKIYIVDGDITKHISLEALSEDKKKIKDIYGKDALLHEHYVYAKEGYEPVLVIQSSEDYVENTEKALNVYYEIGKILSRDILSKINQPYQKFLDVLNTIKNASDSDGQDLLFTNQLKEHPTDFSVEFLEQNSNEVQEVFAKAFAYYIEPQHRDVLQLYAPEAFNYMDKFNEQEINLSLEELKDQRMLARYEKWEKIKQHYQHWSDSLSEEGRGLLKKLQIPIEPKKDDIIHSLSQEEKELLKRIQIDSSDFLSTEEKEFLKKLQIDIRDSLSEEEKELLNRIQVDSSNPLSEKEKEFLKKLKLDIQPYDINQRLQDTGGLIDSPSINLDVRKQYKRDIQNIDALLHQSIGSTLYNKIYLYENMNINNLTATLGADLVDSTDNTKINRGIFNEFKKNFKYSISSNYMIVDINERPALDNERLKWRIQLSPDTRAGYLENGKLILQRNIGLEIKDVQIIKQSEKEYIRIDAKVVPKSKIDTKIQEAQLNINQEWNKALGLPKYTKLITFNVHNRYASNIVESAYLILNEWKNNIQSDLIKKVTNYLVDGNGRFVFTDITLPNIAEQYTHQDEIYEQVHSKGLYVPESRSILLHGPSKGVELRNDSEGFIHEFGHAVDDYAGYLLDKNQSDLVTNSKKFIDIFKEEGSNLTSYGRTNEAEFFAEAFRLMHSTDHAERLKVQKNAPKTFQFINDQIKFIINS
# Y pestis TopoI = Y. pestis Topo-I inhibition via cleavage products | activity, % at 10 µM | 0.064% of 360,000 active | Y. pestis Topo-I cleavage product accumulation, plate reader; in the data active = activity above about 50%, passing the limit was not always enough; inconclusive = no clear call, values can overlap the other calls; also: inactives centre near 2
# BoNT-A LC inh2 = BoNT A light chain protease inhibition. multiplex microsphere protease substrate cleavage, flow cytometry. inhibition, % at 10 µM. 0.17% of 360,000 active; also: plate controls were buffer without enzyme for full effect and enzyme alone for no effect
# PfHsp40 rescue = compounds rescuing yeast from Plasmodium falciparum HSP40 toxicity | growth rescue, % at 12.5 µM | S. cerevisiae expressing PfHsp40, growth rescue, ATP luminescence | 0.68% of 340,000 active; in the data active = growth rescue above about 28%, passing the limit was not always enough; inconclusive = no clear call, values can overlap the other calls;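 also: yeast W303a lacking pdr1 and pdr3 grown in galactose medium; growth measured after three days at 30 °C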
# PriA SSB inh = inhibitors of Klebsiella pneumoniae PriA binding to SSB C-terminal tail. inhibition, % at 33 µM. 0.6% of 430,000 active. AlphaScreen SSBct-PriA binding, biotinylated peptide; in the data active = inhibition mostly above about 37%, no sharp cut-off; inactive = mostly below about 20%;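 also: plate controls were negative control peptide for no effect and reference peptide for full effect; strong numbers were not always called active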
# TcdB GH inh = inhibitors of Clostridioides difficile toxin B glycohydrolase; P18177; TcdB glycohydrolase enzymatic assay, plate reader; inhibition, % at 9.99 µM; 0.24% of 350,000 active; AID 652162; in the data active = inhibition above about 10%
# CCHF vOTU inh = CCHFV vOTU protease inhibition; 0.55% of 370,000 active; Pep-AMC fluorescence; inhibition, % at 11.5 µM; in the data active = inhibition above about 30%; also: 0% = vehicle wells with enzyme and 100% = no enzyme wells
# DUSP3 inh = inhibitors of human VHR1 phosphatase (DUSP3); P51452; recombinant VHR phosphatase, pNPP absorbance; inhibition, % at 13.3 µM; 0.52% of 290,000 active; AID 1654; in the data active = inhibition above about 50%; also: some compounds called inactive have numbers as strong as hits
# Target sequence (P51452 whole entry, looked up): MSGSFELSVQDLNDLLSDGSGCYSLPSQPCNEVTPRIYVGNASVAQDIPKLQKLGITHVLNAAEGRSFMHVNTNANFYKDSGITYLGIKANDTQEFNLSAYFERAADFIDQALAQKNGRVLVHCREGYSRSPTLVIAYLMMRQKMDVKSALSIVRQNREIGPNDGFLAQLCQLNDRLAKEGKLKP
# Vc quorum ag = inducers of Vibrio cholerae quorum light production without autoinducers; V. cholerae BH1578 lux reporter, luminescence, 6 h; AID 588436; activation, % at 18.7 µM; 0.16% of 350,000 active; in the data active = activation mostly above about 9.7%, no sharp cut-off; inconclusive = no clear call, values can overlap the other calls; inactive = mostly below about 3.7%; also: not every result past the cut was called active; inactives centre near 0; reference of the scale not given here
# 3CLpro inhibitor = SARS-CoV 3CLpro protease inhibition. recombinant SARS-CoV 3CLpro, quenched FRET peptide cleavage. 0.14% of 290,000 active. inhibition, % at 6 µM; in the data active = inhibition above about 12%
# An asterisk follows results filed as active; i = inactive; ? = inconclusive; · = no result given; & = joins results of further samples. Rule as the data show it, unless noted: active = inhibition above about 30%; inconclusive = no clear call, values can overlap the other calls; inactive = below that. The list is partial; count on the stated rates, not on these rows.
SMILES,Anthrax LF prot,Y pestis TopoI,BoNT-A LC inh2,PfHsp40 rescue,PriA SSB inh,TcdB GH inh,CCHF vOTU inh,DUSP3 inh,Vc quorum ag,3CLpro inhibitor
CCc1nc(SCC(=O)c2cc(C)ccc2C)n[nH]1,-12,-3,5.4,0.1,-15,·,-5,12,12,-5
O=C1C=C(c2ccc3ccccc3c2)C[C@@H](c2ccc(Cl)cc2)C1,9,40,-0.4,1.4,3,0.6,6,·,0.3,·
COc1ccc(CNC(=O)c2c[nH]c3c(OC)cc(OC)cc3c2=O)cc1,-8,25,-0.7,0.5,-4,0.2,-26,-18,-0.2,0
O=C(NCc1cccs1)C1CCN(S(=O)(=O)c2ccc(Cl)cc2)CC1,-2,10,-0.6,-0.2,-8,0.8,-8,12,-0.1,-1
O=C1CC(c2ccccc2Cl)CC(O)=C1C=Nc1ccccc1 (stereo unspecified),-2,20,0.3,0.0,1,·,-9,0,1.7,4
FC(F)(F)c1cccc(N/N=C/c2ccccc2)c1,0,-15,-0.5,-1.3,·,-0.1,4,-8,0.1,3
CN(C)C(CNc1ncnc2sccc12)c1cccs1 (stereo unspecified),-1,2,0.6,0.3,-16,2.7,9,-10,1.5,1
COc1cc2c(cc1OC)CN(C(=O)/C=C/c1cccc([N+](=O)[O-])c1)CC2,-7,-7,-0.9,0.9,1,0.5,11,-16,-0.6,5
CCOc1cc(/C=N/NC(N)=S)cc(Br)c1OCc1ccccc1C,2,2,-1.2,83*,·,·,·,3,-2.9,5
COc1cc(NC(=O)COC(=O)/C=C/c2ccc(Cl)cc2Cl)cc(OC)c1,-2,2,-0.1,-0.3,1,·,-9,4,-1.6,-5
CC(C)CNC(=O)c1ccccc1-c1ccccc1C(=O)O,0,-11,1.8,-0.1,-1,·,-13,11,·,6
N#Cc1cnn2c1nc(N1CCOCC1)c1ccccc12,-2,8,2.4,-0.2,-19,·,-4,30,i,0
COc1ccc(Nc2ccccc2NC(=O)c2ccccc2Br)cc1,-4,12,-2.0,1.0,30,2.2,-12,19,-0.5,-3
CC(NC(=O)c1cccc(F)c1)C1CC2CCC1C2 (stereo unspecified),5,9,-0.2,1.0,-5,-0.5,1,·,-0.5,·
Nc1nonc1OCCOCCOCCOc1nonc1N,-1,4,-0.2,-0.9,-16,0.2,10,-13,1.1,4
O=C(Oc1ccccc1/C=C\C(=O)c1cc2ccccc2o1)c1cccc(F)c1,3,1,0.5,0.2,-9,·,14,7,-3.4,7
O=C(O)c1ccc(NCc2nc3ccccc3n2Cc2ccccc2)cc1,8,0,2.0,20,-15,-0.6,12,29,i,-3
CN(C)S(=O)(=O)c1ccc(Cl)c(NC(=O)COC(=O)CNS(=O)(=O)c2c(F)cccc2F)c1,-8,4,0.3,0.8,4,-0.6,-5,·,-0.6,·
O=C(C[n+]1cc(-c2ccccc2)n2c1CCCCC2)c1ccc(Cl)cc1,1,14,0.7,0.9,5,1.7,-7,4,-0.2,-1
O=C(NCc1ccco1)C1CC2CCC1C2 (stereo unspecified),-3,-1,-1.0,?,0,1.9,-17,16,i,2
Cc1cccc(N2CC(C(=O)Nc3nnc(SCC(=O)NCC4CCCO4)s3)CC2=O)c1 (stereo unspecified),-8,-4,0.1,3.5,7,-1.2,19,5,0.5,0
Nc1c(C2=NCCO2)nnn1Cc1ccccc1,-9,10,-3.3,0.9,-12,·,-9,4,i,-8
COc1ccc(C2=NNC(=Nc3cc(S(=O)(=O)N(C)C)ccc3C)SC2)c(OC)c1,-4,14,-0.4,2.6,19,0.0,4,13,-4.8,1
Cc1ccc(NC(=O)c2ccccc2N(C)S(=O)(=O)c2ccccc2)c(C)c1,0,3,0.2,3.1,1,1.2,-21,7,-0.4,2
CN(c1ccc(C(=O)N2CCCCCC2)cc1)S(=O)(=O)c1ccccc1,-9,11,-0.6,-1.0,-4,-1.0,0,·,0.9,·
Cc1cc2nc(-c3cccc(Br)c3)c(Cc3ccccc3)n2c(C)c1Br,-2,·,0.9,·,·,0.3,9,·,·,·
O=C1CCCCC(=O)N(c2ccccc2)c2ccccc21,1,1,0.9,-0.4,-4,·,-5,22,-6.2,0
O=C(NCCS(=O)(=O)NC1CCCCC1)c1ccc2c(c1)OCO2,0,-7,1.0,0.1,-15,0.4,-7,·,-0.7,·
Cc1ccc(C)c(S(=O)(=O)N2CCCCC2CCNC(=O)C(=O)NCc2ccncc2)c1 (stereo unspecified),0,13,-1.0,-1.0,-2,-1.2,5,·,-4.0,·
CC1(C(=O)O)COC(c2ccc(Cl)cc2)OC1 (stereo unspecified),-4,-2,-0.6,1.0,-6,1.1,-6,-7,i,-4
N#Cc1nc(-c2ccco2)oc1N1CCN(Cc2ccccc2)CC1,-10,-2,0.6,0.3,25,·,19,8,i,0
NC(=O)Cc1nc(-c2ccc(F)cc2)cs1,-9,4,-2.3,-1.8,-14,0.5,-12,29,0.9,0
O=C1CCCN1CCCNCC(O)c1ccccc1 (stereo unspecified),-4,1,1.6,-0.7,-3,-0.9,9,31,-1.2,-3
CN1CC=C2C(C#N)=C(N)C(C#N)(C#N)C(c3cccc(Cl)c3Cl)C2C1 (stereo unspecified),-1,-12,1.4,0.5,4,·,-14,10,i,-3
O=C(NCc1ccccc1)C1=C[C@H](c2ccc3c(c2)OCO3)C[C@H](OCCCCO)O1,3,21,0.3,0.3,-6,-0.3&-2.9,9,30,i,5
O=C(NC1CCCc2ccccc21)C1CCCO1 (stereo unspecified),-1,5,0.9,0.1,-14,0.3,·,5,-0.3,1
O=C(COC(=O)CCS(=O)(=O)c1ccc(Cl)cc1)NCCc1ccccc1,-4,1,-1.4,-1.6,2,0.1,1,13,0.4,3
Cc1ccc(OCc2nn3c(-c4ccco4)nnc3s2)cc1,1,12,0.2,0.7,3,·,8,4,i,5
CCOC(=O)Cn1nc(-c2ccccc2)c(-c2ccccc2)nc1=O,-8,8,-3.3,-0.9,6,0.8,-9,13,i,4
COc1ccc(OC)c(NC(=O)c2ccccc2OC(C)=O)c1,7,0,-0.1,?,-9,2.6,3,·,i,·
O=C(NCCc1ccc(C(F)(F)F)cc1)C1CCC(=O)N(CCc2cccc(F)c2)C1 (stereo unspecified),-3,8,-1.0,0.1,-5,-1.3,-3,10,i,-2
CCN(CC)S(=O)(=O)c1cccc(NC(=O)COc2ncnc3sccc23)c1,6,4,-0.6,0.5,-8,1.4,5,10,1.9,-4
COc1cc(CC(=O)OCC(=O)N(C)C2CCCCC2)cc(OC)c1OC,1,-1,0.5,0.0,-1,1.2,-2,·,-1.2,·
CC1=CC(c2ccccc2)n2ncnc2N1 (stereo unspecified),6,12,0.3,-0.2,-12,·,-101,·,i,·
COc1ccc(NC2CCCN(C(=O)c3oc(C)cc3C)C2)cc1OC (stereo unspecified),1,9,3.6,0.9,9,0.7,4,99,-1.2,6
COCCCN1C(=O)C(=O)/C(=C(/O)c2ccc3c(c2)OCCO3)C1c1ccc(C(=O)OC)cc1 (stereo unspecified),4,3,-0.7,2.9,·,·,-2,26,i,-1
CC1CN(CCOc2ccc([N+](=O)[O-])cc2)CC(C)O1 (stereo unspecified),-1,-7,0.1,-0.6,-13,·,1,-4,-0.9,0
C=CCN1C(=O)C(CC(=O)Nc2ccc(OC)cc2)SC1=Nc1ccc(S(N)(=O)=O)cc1 (stereo unspecified),-2,10,-0.1,0.4,-15,0.5,0,12,-0.1,-2
COc1cc(CNC(C)(C)CO)cc(Br)c1OCc1ccc(Cl)cc1,-1,-14,0.1,0.3,-17,·,-2,7,-0.4,2
OCC1(CO)COC(c2ccccc2)=N1,-3,0,0.6,-0.2,-11,-0.4,-7,15,-0.2,-1
O=C1NC[C@H](CCCCN2CCN(CC3CCCCC3)C(=O)C2=O)N(CC2CCCCC2)C1=O,-8,·,1.1,·,·,0.8,-5,·,·,·
CCCNc1nc2c(c(=O)[nH]c(=O)n2C)n1CCCc1ccccc1,-2,0,-0.3,-0.5,4,·,-15,7,1.7,2
CC(CS(=O)(=O)c1ccc2c(c1)NC(=O)CS2)C(=O)N1CCN(c2cccc(Cl)c2)CC1 (stereo unspecified),-2,-9,-3.2,-2.0,11,0.0,8,23,-0.6,1
Cc1ccc(C)c(-c2cc(C(=O)NCc3cccs3)c3ccccc3n2)c1,-3,4,5.5,1.2,-13,2.3,4,34,i,3
CN(C)CC(C)(C)CNC(C(=O)Nc1ccc(Cl)cc1C(F)(F)F)c1ccccc1 (stereo unspecified),-4,0,-1.5,-2.1,-8,0.6,6,-11,-0.3,-4
CC(C)CCC1CC(CSC(=N)N)OC1=O (stereo unspecified),2,2,0.5,1.8,-3,·,-1,5,-3.0,-3
COc1ccc(-c2cc(C(=O)NCc3cccc(Cl)c3)[nH]n2)c(C)c1,-6,-6,-0.8,·,·,0.7,3,·,i,·
CCCc1nnc(SCC(=O)N2CCCC2)n1Cc1ccco1,-6,-9,0.0,0.0,-9,1.4,0,10,i,0
CNC(=S)N(CCc1c(C)[nH]c2ccccc12)Cc1cccnc1,-2,-8,0.8,-1.8,-17,3.9,17,-5,-1.2,-1
COc1ccc(S(=O)(=O)NC(=O)C2(C)CCN2C(=O)Cc2cc(F)ccc2F)cc1 (stereo unspecified),-5,2,-0.3,·,·,-7.9,5,·,-1.2,·
CC(C)=C[C@H]1C[C@H](C)[C@H]2CC[C@H](C)c3c(O)c(O[C@H]4OC[C@H](O)[C@@H](O)[C@@H]4O)c(C)c1c32,6,15,-0.4,·,·,-2.2,3,·,-0.3,·

# Five compounds picked at random from those above, as already listed:
SMILES,Anthrax LF prot,Y pestis TopoI,BoNT-A LC inh2,PfHsp40 rescue,PriA SSB inh,TcdB GH inh,CCHF vOTU inh,DUSP3 inh,Vc quorum ag,3CLpro inhibitor
O=C(NCCc1ccc(C(F)(F)F)cc1)C1CCC(=O)N(CCc2cccc(F)c2)C1 (stereo unspecified),-3,8,-1.0,0.1,-5,-1.3,-3,10,i,-2
CC1CN(CCOc2ccc([N+](=O)[O-])cc2)CC(C)O1 (stereo unspecified),-1,-7,0.1,-0.6,-13,·,1,-4,-0.9,0
COCCCN1C(=O)C(=O)/C(=C(/O)c2ccc3c(c2)OCCO3)C1c1ccc(C(=O)OC)cc1 (stereo unspecified),4,3,-0.7,2.9,·,·,-2,26,i,-1
CNC(=S)N(CCc1c(C)[nH]c2ccccc12)Cc1cccnc1,-2,-8,0.8,-1.8,-17,3.9,17,-5,-1.2,-1
COc1ccc(S(=O)(=O)NC(=O)C2(C)CCN2C(=O)Cc2cc(F)ccc2F)cc1 (stereo unspecified),-5,2,-0.3,·,·,-7.9,5,·,-1.2,·

# Reformatted: entries from further up.
> COc1cc(CC(=O)OCC(=O)N(C)C2CCCCC2)cc(OC)c1OC
  Anthrax LF prot: 1; Y pestis TopoI: -1; BoNT-A LC inh2: 0.5; PfHsp40 rescue: 0.0; PriA SSB inh: -1; TcdB GH inh: 1.2; CCHF vOTU inh: -2; DUSP3 inh: ·; Vc quorum ag: -1.2; 3CLpro inhibitor: ·
> COc1cc(CNC(C)(C)CO)cc(Br)c1OCc1ccc(Cl)cc1
  Anthrax LF prot: -1; Y pestis TopoI: -14; BoNT-A LC inh2: 0.1; PfHsp40 rescue: 0.3; PriA SSB inh: -17; TcdB GH inh: ·; CCHF vOTU inh: -2; DUSP3 inh: 7; Vc quorum ag: -0.4; 3CLpro inhibitor: 2
> Cc1ccc(C)c(-c2cc(C(=O)NCc3cccs3)c3ccccc3n2)c1
  Anthrax LF prot: -3; Y pestis TopoI: 4; BoNT-A LC inh2: 5.5; PfHsp40 rescue: 1.2; PriA SSB inh: -13; TcdB GH inh: 2.3; CCHF vOTU inh: 4; DUSP3 inh: 34; Vc quorum ag: i; 3CLpro inhibitor: 3
> O=C(NCCc1ccc(C(F)(F)F)cc1)C1CCC(=O)N(CCc2cccc(F)c2)C1 (stereo unspecified)
  Anthrax LF prot: -3; Y pestis TopoI: 8; BoNT-A LC inh2: -1.0; PfHsp40 rescue: 0.1; PriA SSB inh: -5; TcdB GH inh: -1.3; CCHF vOTU inh: -3; DUSP3 inh: 10; Vc quorum ag: i; 3CLpro inhibitor: -2
